Source: PubChem BioAssay
NPYLR7 agonist: agonists of mosquito NPYLR7 receptor, primary screen, cell-based, Aedes aegypti, calcium fluorescence, mosquito biting behavior | HEK293T NPYLR7/Galpha15, GCaMP6s calcium fluorescence | Aedes aegypti neuropeptide Y-like receptor 7 (NPYLR7) | 270,000 compounds, 0.15% hits | activation, % at 10 µM; in the data active means activation above about 40%;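 further: 0% = vehicle and 100% = reference agonist at the receptor; some compounds past the cut are filed as inactive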
mcGAS inh: cyclic GMP-AMP synthase inhibitors, mouse, primary biochemical chemiluminescence; Q8C6L5; AID 1259399, 2018; 160,000 compounds, 0.15% hits; inhibition, % at 12.5 µM; recombinant cGAS, Kinase-Glo ATP depletion luminescence;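 further: 0% = negative control wells and 100% = reference inhibitor with no enzyme activity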
hcGAS inh: Primary biochemical luminescence assay for human cyclic GMP-AMP synthase inhibitors; inhibition, % at 12.5 µM; recombinant h-cGAS, ATP depletion, Kinase-Glo luminescence; 290,000 compounds, 0.081% hits; Q8N884; AID 1259398, 2018;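 further: 0% = vehicle reaction and 100% = reaction without DNA for no activity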
Target sequence (Q8N884 whole entry, looked up): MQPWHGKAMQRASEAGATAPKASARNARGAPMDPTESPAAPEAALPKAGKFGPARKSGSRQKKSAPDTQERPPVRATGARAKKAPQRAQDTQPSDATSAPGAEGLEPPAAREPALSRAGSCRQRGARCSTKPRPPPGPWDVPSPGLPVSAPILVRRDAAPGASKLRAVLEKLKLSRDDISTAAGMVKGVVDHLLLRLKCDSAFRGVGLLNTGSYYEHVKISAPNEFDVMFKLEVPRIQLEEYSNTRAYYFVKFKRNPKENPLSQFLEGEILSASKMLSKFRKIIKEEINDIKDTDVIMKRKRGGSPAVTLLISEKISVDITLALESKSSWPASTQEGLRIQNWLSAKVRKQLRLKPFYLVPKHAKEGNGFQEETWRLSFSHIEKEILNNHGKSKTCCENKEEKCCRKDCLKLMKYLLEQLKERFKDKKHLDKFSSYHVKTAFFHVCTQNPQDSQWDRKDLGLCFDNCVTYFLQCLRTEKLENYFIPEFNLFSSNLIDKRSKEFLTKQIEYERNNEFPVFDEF
Active calls of the source: *; · = no result given; & = joins results of further samples. Unless noted, no stated cut-off is given here; in the data, active means inhibition above about 40%; inactive means the rest.

The line under a structure holds: NPYLR7 agonist	mcGAS inh	hcGAS inh
- CCOc1ccc(S(=O)(=O)c2cn(Cc3ccccc3C)c3cc(OC)c(OC)cc3c2=O)cc1
  -6.8	-7.7	-5.1
- O=C(c1ccc([N+](=O)[O-])cc1Cl)N(Cc1cccc(OS(=O)(=O)c2ccc(F)cc2)c1)Cc1ccco1
  20.2	-6.0	-3.4
- COc1ccc(C(=O)N2C(C(=O)NCc3ccncc3)COC23CCN(C(=O)c2cccc(Cl)c2)CC3)cc1 (stereo unspecified)
  19.5	-6.0	-0.9
- Cc1cc(C)cc(C(=O)NNC(=O)c2ccc(F)cc2)c1
  9.7	-8.4	-6.6
- COCCN(Cc1ccccc1F)Cc1cccn1Cc1cccc(C)c1
  2.4	-5.3	-2.0
- COc1cccc(NC2CC(=O)N(c3ccc(Cl)c(Cl)c3)C2=O)c1 (stereo unspecified)
  4.1	·	-2.6
- CN1CCN(c2nc(Nc3cccc(O)c3)nc3ccccc23)CC1
  -3.7	2.4	2.0
- COCc1nn(CC(=O)Nc2ccccc2)c(=O)o1
  1.7	·	13.1
- CN1C(=O)CC(C(=O)Nc2cc(C(C)(C)C)on2)C1c1cccnc1 (stereo unspecified)
  -7.6	·	-9.4
- Cc1ccc(-c2cc(C(F)(F)F)n3ncc(C(=O)NCc4ccc5c(c4)OCO5)c3n2)cc1
  2.6	-2.1	-3.2

2 compounds drawn at random from the list so far, as already listed:
The line under a structure holds: NPYLR7 agonist	mcGAS inh	hcGAS inh
- O=C(c1ccc([N+](=O)[O-])cc1Cl)N(Cc1cccc(OS(=O)(=O)c2ccc(F)cc2)c1)Cc1ccco1
  20.2	-6.0	-3.4
- CN1CCN(c2nc(Nc3cccc(O)c3)nc3ccccc23)CC1
  -3.7	2.4	2.0

The list goes on.
The line under a structure holds: NPYLR7 agonist	mcGAS inh	hcGAS inh
- Cc1ncc2c(c1CNS(=O)(=O)c1cccs1)CCN(C(=O)/C=C/c1cc(F)cc(F)c1)C2
  30.2	-10.6	-10.2
- COc1cccc(OCC(O)CNC(=O)c2ccc3nc(C4CC4)oc3c2)c1 (stereo unspecified)
  -1.0	-10.3	-6.7
- Cc1cc(-n2c(C)cc(/C=C/C(=O)N3CCCCCC3)c2C)no1
  1.2	-14.3	-6.6
- COc1ccc(-c2ccc(/C=C3/NC(=S)NC3=O)o2)cc1[N+](=O)[O-]
  -18.9	5.2	3.8
- COc1ccc2cc(C(=O)Nc3ccccc3F)c(=N)oc2c1
  -1.0	-5.0	0.3
- CCOC(=O)CNC(=O)N(C)CC1CCCN(CCc2ccccc2OC)C1 (stereo unspecified)
  13.9	·	-4.1
- CN(C)CC(=O)N1c2ccccc2CCc2ccc(NC(N)=O)cc21
  -8.2	·	-2.8
- Cc1cc(OC(=O)Cc2cccc3ccccc23)c([N+](=O)[O-])c(=O)[nH]1
  -5.5	-5.9	-7.8
- CCN1CCCC1CNC(=O)NC1CC(=O)N(c2ccc(C)cc2)C1 (stereo unspecified)
  7.4	-6.5	-3.2
- CCOc1c(C)cnc2c1c(=O)n(Cc1ccc(C(=O)OC)o1)c(=O)n2C
  5.0	-7.2	-2.4

Whole records from above.
Entry for Cc1ncc2c(c1CNS(=O)(=O)c1cccs1)CCN(C(=O)/C=C/c1cc(F)cc(F)c1)C2 → NPYLR7 agonist = 30.2; mcGAS inh = -10.6; hcGAS inh = -10.2
Entry for Cc1cc(-n2c(C)cc(/C=C/C(=O)N3CCCCCC3)c2C)no1 → NPYLR7 agonist = 1.2; mcGAS inh = -14.3; hcGAS inh = -6.6

Carrying on:
The line under a structure holds: NPYLR7 agonist	mcGAS inh	hcGAS inh
- COc1ccc(CN2C3CCC2CC(NC(=O)/C=C/c2ccccc2)C3)c(OC)c1 (stereo unspecified)
  0.8	-7.4	-8.0
- Cc1ccc(OC(C)C(=O)N(C)C2CCS(=O)(=O)C2)c(Br)c1 (stereo unspecified)
  1.3	·	-9.6&-12.8
- Cn1c(SCC(=O)N2CCN(c3ccc(F)cc3)CC2)nc2c(-c3ccccc3)c[nH]c2c1=O
  -0.9	-8.3	-5.5
- Cc1onc(-c2ccccc2Cl)c1C(=O)Nc1ncc([N+](=O)[O-])s1
  8.5	0.9	4.4
- Cc1ccccc1C(=O)Nc1ccccc1C1SCC(=O)N1c1ccccc1C(C)C (stereo unspecified)
  -0.5	0.7	4.6
- C=Cc1cccc(CN2CCC3(CC2)CCN(C(=O)COC)CC3)c1
  -2.1	·	-5.0
- CCCC(C)(C)NC(=O)CS(=O)(=O)N1CCN(c2cccc(C)c2)CC1
  5.8	-17.3	-3.7
- Cc1ccc(-n2nnc3c(=O)n(CC(=O)N(C)c4ccccc4)cnc32)cc1C
  -2.1	-8.8	-9.5
- O=[N+]([O-])c1ccc(-c2nc3nc4ccccc4nc3n2CCCN2CCOCC2)cc1
  8.1	-9.1	-3.9
- CCCn1nc2c(cc1=O)CN(CC(O)CN1CCOCC1)CC2 (stereo unspecified)
  7.8	·	-9.0
- CCOC(=O)c1c(N)sc2c1CCN(C(C)C)C2
  -1.5	·	1.9
- CCN(C)C(=O)NCCc1ccc(F)cc1F
  5.6	-15.7	-7.9
- O=C(c1c(F)cccc1Cl)N1CCc2ccccc2C1c1ccccc1F (stereo unspecified)
  11.4	-9.0	-6.5
- CCOCCCn1c(SCc2nccc(OC)c2OC)nc2cc(S(=O)(=O)N3CCCC(C)C3)ccc21 (stereo unspecified)
  -1.7	0.8	1.1
- Cc1ccc(O)c(C(=O)N2CC[C@H](O)[C@@H](O)C2)c1
  ·	-12.0	-4.0
- CCOC(=O)C1(Cc2ccccc2)CCN(Cc2ccc(C#CC(C)(C)O)s2)CC1
  14.9	-10.6	-5.7
- CC(C)CS(=O)(=O)c1ncc(CN2CCC[C@H]2C(N)=O)n1Cc1ccccc1
  12.3	·	-6.8
- Cc1ccccc1Cn1ccnc1CN(C(=O)c1cccs1)C1CCCCC1
  ·	-9.3	-4.5
- CN1CC2(CCN(C(=O)c3ccc(CC4CCCNC4)cc3)CC2)OC1=O (stereo unspecified)
  2.8	·	-0.5
- CCOC(=O)CCc1c(C)nc2ncnn2c1N1CCN(C(=O)c2c(-c3c(Cl)cccc3Cl)noc2C)CC1
  ·	-5.1	-2.8
- Cc1ccccc1C1c2ccsc2CCN1C(=O)CN(C(=O)c1ccc(C(C)(C)C)cc1)C(C)C (stereo unspecified)
  23.2	-4.1	-7.5
- CCOC(=O)c1cnc(-c2ccccc2)nc1NCCOC
  21.2	-4.6	-4.8
- COCCNC(=O)C1CCCN(C2CCN(C(=O)c3cscn3)CC2)C1 (stereo unspecified)
  8.4	·	-3.8
- CN(C[C@@]12CCC[C@H]1N(C)C(=O)CC2)C(=O)NC1CCCCC1
  ·	-6.0	-11.1
- O=C(Nc1nc(-c2ccc(F)cc2)cs1)c1ccc(Cl)c(N2CCCC2=O)c1
  2.5	-7.5	-3.5
- C/C(CC1(O)/C(=N\O)CCc2nonc21)=N/O (stereo unspecified)
  -9.1	·	-2.0
- COC(=O)c1cccc(CN2C(=O)C(C)Sc3ccc(S(C)(=O)=O)cc32)c1 (stereo unspecified)
  4.8	·	-6.0
- COc1cc(-c2nnc(CCC(=O)O)c(=O)[nH]2)ccc1OC(C)C
  19.9	·	-3.8
- CCCCCOc1ccc(C(=O)N2CCC(CNC(=O)C(F)(F)F)CC2)cc1OCCCCC
  -19.9	0.7	1.0
- CN(C)CCNc1nc2ccccc2c2nnc(Cc3ccccc3)n12
  6.0	·	-4.9
- COc1ccc(C=CC(=O)Oc2cccc([N+](=O)[O-])c2)cc1
  1.8	-8.3	-9.7
- COc1ccc(C(=O)C2CCCN(CC#Cc3ccccc3)C2)cc1OC (stereo unspecified)
  -4.3	·	2.6
- COc1ccc(/C=C/C(=O)N2CCC3(CC2)CC3C(=O)N2CCN(c3ccccn3)CC2)cc1OC (stereo unspecified)
  7.9	-22.2	-7.2
- COc1ccc(C(=O)Cn2nc(C(C)C)c3cnn(-c4ccccc4)c3c2=O)cc1
  -3.4	·	4.0
- CCCC(=O)Nc1c(-c2ccc(OC)c(OC)c2)nc2ccc(C)cn12
  -1.1	-8.7	-10.4
- OCCC1CN(Cc2cnc(-c3ccc(Cl)cc3)nc2)CCN1Cc1ccsc1 (stereo unspecified)
  10.5	·	-7.2
- CS(=O)(=O)CCNC(=O)N1CC2(CCCC2)c2ccccc21
  4.9&-2.6	·	2.0&-5.9
- CCn1cc(CNc2nc3nonc3nc2N2CCCCCC2)cn1
  9.2	·	-5.7
- CN(Cc1ccncn1)C(=O)c1nn(C)c(=O)c2ccccc12
  6.1	·	-3.6
- CC(=O)c1ccc(N2C(=O)C3C4C=CC(C4=C(C)C)C3C2=O)cc1 (stereo unspecified)
  0.6	·	-1.6
- CC1CN(C(=O)CNc2cc(Cl)cc(Cl)c2)CC(C)O1 (stereo unspecified)
  3.6	·	-16.5
- O=C1OCCN1CCCN1CCSC2(CCCCC2)C1
  3.2	·	-8.4
- COc1ccc(C)cc1NC(=O)c1c(-c2c(Cl)cccc2Cl)noc1C
  4.4	-4.8	-5.9
- CC(C)N(CC(N)=O)C(=O)CCOc1cccc(Br)c1
  0.3	·	4.3
- Cn1nnc2c(N3CCCCCC3)ncnc21
  13.2	·	-11.2
- CCNC(=S)NN=C(C)c1ccc[nH]1
  6.6	·	-4.6
- CCOC(=O)c1ccc(NC(=S)NNC(=O)c2cccc(OC(F)(F)C(F)F)c2)cc1
  -11.9	·	-3.7
- CCOc1cc2nccc(Cl)c2cc1OCC
  0.7	·	-4.7
- OC1(Cc2cc(-c3ccccc3)no2)CCN(CCCn2cccn2)CC1
  5.1	-10.0	-7.2
- Cc1csc2nc(CSc3nnc(-c4cccs4)n3C3CC3)cc(=O)n12
  -1.5	·	-5.8

Further structures follow.
The line under a structure holds: NPYLR7 agonist	mcGAS inh	hcGAS inh
- COCCCNC(=O)c1cc(N)ccc1N1CCN(c2ccccc2OC)CC1
  2.2	·	-7.5
- O=C(CSc1nc(=O)n(CCCO)c2c1CCCC2)NCc1ccccc1
  -0.2	-10.3	-4.9
- Cc1cc(C(=O)COC(=O)C2CCCO2)c(C)[nH]1 (stereo unspecified)
  0.1	·	-3.5
- Cc1cc(Oc2ncccc2C#N)ccc1NS(=O)(=O)c1cccs1
  11.3	·	-7.2
- CCN(CC)S(=O)(=O)c1ccc(C(=O)Nc2c3c(nn2C(C)(C)C)CSC3)cc1
  -0.9	-1.2	1.3
- CC(=O)N1CCc2cc(NC(=O)COc3ccccc3)ccc21
  0.8	-3.1	2.7
- COCCCN(CC(=O)N(CCc1c[nH]c2ccccc12)Cc1ccc(Cl)cc1)C(=O)c1ccc(F)cc1
  5.8	-3.0	-0.7
- CC(C)(C)c1cc2nc(C(=O)N3CCN(c4ccccc4Cl)CC3)cc(-c3cccc(F)c3)n2n1
  -0.6&11.1	-8.8&-4.7	-9.8&-1.9
- CN(C)c1ccc(C2=NOC(CNCc3cccc(Cl)c3)C2)cc1 (stereo unspecified)
  -0.4	-5.0	-1.1
- COC(CNC(=O)c1c(C)cc(C)n(C)c1=O)c1cccs1 (stereo unspecified)
  0.1	-19.3	-2.6
- CC(C)CN(CC(=O)N(Cc1cccn1Cc1ccc(F)cc1)C1CCCCC1)C(=O)c1ccco1
  -5.4	1.6	3.8
- Cc1ccnc(Nc2ccc(NCCNC(=O)C3CCCC3)nn2)c1
  12.0	·	-5.7
- Cc1ccccc1CSC1=NCCN1S(C)(=O)=O
  3.9	-7.0	-8.6
- Cc1nn(-c2ccccc2)c(C)c1NC(=O)N1CCOCC1c1ccccc1 (stereo unspecified)
  -0.1	-12.8	-7.3
- CC[C@H]1CN(c2cc(C)nc(N3CCCC3)n2)CC[C@@]1(C)O
  -0.6	·	-8.9
- Cc1nc2nc(=S)[nH]n2c(C)c1CCC(=O)O
  -6.7	·	7.0
- O=C(C1CCCC1)N1CCN(c2ncnc3c2nnn3Cc2ccccc2)CC1
  -7.9	-10.6	-4.1
- O=C(Nc1n[nH]c(Cc2ccccc2)n1)N1CCc2ccccc2C1
  3.0	·	2.3
- CCOc1ccc(-c2nc(N)ncc2Oc2ccc(OC)cc2)c(O)c1
  0.7	-8.6	-5.3
- C=Cc1ccc(Cn2cc(C(=O)NCc3ccc4c(c3)OCO4)sc2=O)cc1
  12.4	·	-10.8
- COc1ccc(NC(=O)Cn2cnc([N+](=O)[O-])n2)c(OC)c1
  -11.8	-6.1	-4.1
- O=C1SC(Nc2cccc(Br)c2)C(=O)N1c1ccccc1 (stereo unspecified)
  7.6	·	10.3
- CCCC(=O)N1CCc2nc(Cc3cccc(C)c3)[nH]c(=O)c2C1
  -3.5	-2.6	-1.2
- COCC(O)CN(CC(=O)N1CCc2sccc2C1COc1cccc(OC)c1)C1CC1 (stereo unspecified)
  4.4	-5.8	-5.1
- Cc1ccc(C)c(Cn2c(=O)c3c(nc4n(CC5CCCO5)c(C)cn34)n(C)c2=O)c1 (stereo unspecified)
  0.4	·	-7.4
- CSc1ncc(CNCCc2cccc(Cl)c2)c(N2CCCC2)n1
  22.6	-4.7	-6.0
- C=CCN1C(=O)NC(c2cccc(Cl)c2)C2=C1CN(CC(=O)NCCOc1ccccc1)C2=O (stereo unspecified)
  -0.9	-3.0	-4.6
- Cc1cc(C)c[n+](C2=C(c3c(C)[nH]n(-c4ccccc4)c3=O)C(=O)N(c3ccccc3)C2=O)c1
  11.7	-11.9	-11.2
- Cc1cnc(N(C)CC2CCCO2)nc1N(C)C (stereo unspecified)
  19.2	·	-7.9
